Assay outcomes (PubChem)
Runt-CBFb FRET – inhibitors of RUNX1 Runt–CBFb binding, primary screen, biochemical, FRET, Cerulean-Runt, Venus-CBFb, uHTS. Runt-related transcription factor 1 (Homo sapiens) + Core-binding factor subunit beta …. Cerulean-Runt/Venus-CBFb FRET ratio 530/480, 1 h. inhibition, % at 20 µM. 0.46% of 220,000 active. AID 1496, 2009;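 active means inhibition over about 50% at 20 µM in the single-dose screen, limit read from the data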;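 further: 0% = DMSO wells and 100% = excess unlabeled CBFb competitor control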
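Measured by: fluorescence energy transfer, 422 nm excitation, 530/480 nm emission; test system: Cerulean-tagged RUNX1 Runt domain (FRET donor) fusion protein; buffer or medium: Tris pH 7.5 buffer with BSA; compound: one dose, 20 µM compound, 1% DMSO; times: two 1 h room-temperature incubations shielded from light; benchmarks: unlabeled CBFb 5 µM, positive control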
Thrombin inh – human alpha-thrombin inhibitors, primary screen, counter-screen for coagulation protease inhibitor project, biochemical, 1536-well, fluorogenic AMC substrate. Prothrombin (Homo sapiens), P00734. Boc-VPR-AMC fluorogenic substrate cleavage. inhibition, % at 5 µM. 0.26% of 220,000 active;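 active means inhibition at or above 40%; inactive means inhibition below 40%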;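 further: 0% = enzyme with no compound and 100% = wells without enzyme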
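System: Human alpha-thrombin protein | Medium: pH 7.5 Tris (50 mM) with NaCl 150 mM, Tween 20 0.05% | Times: Enzyme reaction carried out at room temperature | Detection: AMC fluorescence, 355/460 nm | Evaluation: Percent inhibition scaled between no-compound controls and no-enzyme blanks | Benchmarks: Enzyme without compound as high, wells lacking enzyme as low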
Wee1 stabilizer – Wee1 degradation inhibitors, primary screen, cell-based, HeLa, Wee1K328M-luciferase, luminescence; AID 1321, 2008; 1.2% of 220,000 active; reporter increase, % at 5 µM; HeLa Luc-Wee1K328M stability; 100% = proteasome inhibitor MG132 effect;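 active means activation above the mean of all tested compounds plus 3 SD, set per screening run, cut at about 8.8% in these data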;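 further: cells exposed to compound for 20 h before luminescence read; 0% = DMSO alone and 100% = MG132 at 30 µM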
Target sequence (P30291 whole entry K328M): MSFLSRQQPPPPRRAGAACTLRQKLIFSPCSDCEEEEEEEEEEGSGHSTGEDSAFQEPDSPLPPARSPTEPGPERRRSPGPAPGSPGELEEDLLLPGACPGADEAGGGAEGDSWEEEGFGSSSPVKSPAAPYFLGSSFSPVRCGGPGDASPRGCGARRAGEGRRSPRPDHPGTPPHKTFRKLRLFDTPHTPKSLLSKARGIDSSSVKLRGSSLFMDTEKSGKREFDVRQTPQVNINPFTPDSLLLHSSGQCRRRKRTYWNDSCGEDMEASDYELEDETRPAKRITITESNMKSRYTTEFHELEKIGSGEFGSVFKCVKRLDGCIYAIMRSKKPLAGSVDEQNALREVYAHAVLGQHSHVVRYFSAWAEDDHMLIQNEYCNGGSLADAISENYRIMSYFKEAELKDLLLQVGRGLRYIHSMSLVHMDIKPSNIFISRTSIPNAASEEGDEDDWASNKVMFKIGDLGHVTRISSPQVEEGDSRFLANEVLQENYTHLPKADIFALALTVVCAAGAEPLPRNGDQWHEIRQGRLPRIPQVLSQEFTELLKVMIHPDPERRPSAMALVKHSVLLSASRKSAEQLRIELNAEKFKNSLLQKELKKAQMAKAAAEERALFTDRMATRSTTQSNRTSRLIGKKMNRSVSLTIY
FXIa inh – human FXIa protease inhibitors, primary screen, biochemical, 1536-well. 0.14% of 220,000 active. inhibition, % at 5 µM. purified FXIa, Boc-Glu-Ala-Arg-AMC fluorogenic substrate;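 active means inhibition of at least 40%; inactive means inhibition below 40%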;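 further: fluorescence of freed AMC excited at 355 nm; 0% = enzyme without compound and 100% = no enzyme blank; many of its hits are not listed in these tables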
14-3-3 Bad inh – inhibitors of 14-3-3 zeta/Bad binding, primary screen, biochemical, TR-FRET, bovine 14-3-3 zeta. TR-FRET 14-3-3zeta/Dy647-pBad peptide displacement, 1 h. 0.71% of 220,000 active. AID 781, 2007. inhibition, % at 21.7 µM;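 active means inhibition above about 70%, limit read from the data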;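 further: 0% = full 14-3-3 plus peptide FRET controls and 100% = background without 14-3-3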
hK5 inh – human KLK5 protease inhibitors, primary screen, biochemical, 1536-well; inhibition, % at 5 µM; 0.59% of 210,000 active; recombinant hK5, fluorogenic AMC substrate cleavage; Kallikrein-5 (Homo sapiens), Q9Y337;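 active means inhibition of 40% or more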;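 further: 0% = enzyme controls without compound and 100% = no-enzyme blanks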
Target sequence (Q9Y337 67-293 limits assumed): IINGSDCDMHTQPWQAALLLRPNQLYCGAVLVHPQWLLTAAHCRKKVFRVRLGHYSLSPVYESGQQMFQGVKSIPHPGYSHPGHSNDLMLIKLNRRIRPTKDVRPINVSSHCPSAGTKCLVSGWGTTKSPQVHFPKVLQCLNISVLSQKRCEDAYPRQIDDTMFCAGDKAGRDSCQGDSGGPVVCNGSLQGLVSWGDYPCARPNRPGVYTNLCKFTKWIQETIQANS
Hck-Nef inh – inhibitors of Nef-activated human Hck kinase, primary screen, biochemical, Z-Lyte FRET, 384-well, Hck-YEEI; Tyrosine-protein kinase HCK (Homo sapiens), P08631; inhibition, % at 20 µM; Recombinant Hck-YEEI plus Nef, Z-Lyte FRET kinase assay; 0.68% of 220,000 active;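 active means Hck-Nef kinase inhibition above about 50%, limit read from the data; inactive means inhibition below that limit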;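 further: 0% = DMSO with Hck plus Nef and 100% = Hck alone without Nef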
Runt-SMMHC FRET – inhibitors of RUNX1 Runt–CBFb-SMMHC binding, primary screen, biochemical, FRET, Cerulean-Runt, Venus-CBFb-SMMHC, uHTS; Runt-related transcription factor 1 (Homo sapiens) + Core-binding factor subunit beta …; Cerulean-Runt/Venus-CBFb-SMMHC FRET ratio 530/480, 1 h; inhibition, % at 20 µM; 0.74% of 220,000 active;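 active means mean inhibition across duplicate retests at 20 µM reaching about 50%, limit read from the data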;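 further: 0% = DMSO wells and 100% = wells with excess untagged CBFb-SMMHC; inhibitors lower the FRET ratio by blocking Runt binding to CBFb-SMMHC; some results filed as inactive read as strong as hits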
FXIIa inh – human FXIIa protease inhibitors, primary screen, biochemical, 1536-well; inhibition, % at 5 µM; AID 800, 2007; 0.3% of 220,000 active; Coagulation factor XII (Homo sapiens), P00748; purified FXIIa, Boc-QGR-AMC fluorogenic substrate, 2 h; in the data active means inhibition above about 40%;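 further: 0% = enzyme with no compound and 100% = blank without enzyme; many of its hits are not listed in these tables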
Active calls of the source: *; x = not tested or not shown; [ ] = another dose, or the depositor's remark.

Abbreviations: A = Runt-CBFb FRET; B = Thrombin inh; C = Wee1 stabilizer; D = FXIa inh; E = 14-3-3 Bad inh; F = hK5 inh; G = Hck-Nef inh; H = Runt-SMMHC FRET; I = FXIIa inh
> COc1ccc(C(=O)NN)cc1COc1ccc(Br)cc1
  A: -3; B: 6; C: 0; D: 5; E: -8; F: -15; G: 1; H: 5; I: 13
> C#Cc1ccc([C@@H]2C=C(C(=O)NCc3ccccc3)O[C@H](OCC)[C@H]2CCCO)cc1
  A: -1; B: 1; C: 1; D: 2; E: -7; F: 5; G: 0; H: 0; I: 5
> O=C(NCc1cccs1)C1CCN(S(=O)(=O)c2ccccc2F)CC1
  A: 2; B: 3; C: 0; D: 2; E: -5; F: 1; G: 9; H: -2; I: 10
> O=C(COC(=O)c1cccc([N+](=O)[O-])c1)NCc1cccs1
  A: -1; B: -2; C: 2; D: -2; E: -2; F: 1; G: -13; H: 0; I: 5
> O=C(NCCc1ccc([N+](=O)[O-])cc1)c1ccccc1
  A: 0; B: -14; C: 6; D: -7; E: 1; F: 0; G: -7; H: 2; I: -1
> O=C(c1ccccc1F)N(Cc1ccc(F)cc1)C1CCS(=O)(=O)C1 (centres undefined)
  A: 1; B: 1; C: 2; D: 3; E: 0; F: 4; G: 0; H: 2; I: 15
> O=C(NCc1ccc2c(c1)OCO2)C1CCC(CNc2c(N3CCCCC3)c(=O)c2=O)CC1 (centres undefined)
  A: 0; B: -3; C: -2; D: 10; E: -2[fluorescence artefact?]; F: -8; G: 22; H: 0; I: 17
> COc1ccc(/C=N/OCC(=O)NC(c2ccccc2)c2ccccc2)c(OC)c1
  A: -2; B: -2; C: -2; D: 5; E: 8[fluorescence artefact?]; F: -10; G: -1; H: 0; I: -3
> Cc1ccc(C)c(NC(=S)NC(C)C(c2ccccc2)N2CCN(C)CC2)c1 (centres undefined)
  A: 0; B: -10; C: 2; D: 1; E: -8; F: -5; G: -32; H: 1; I: 4
> CCC(C(=O)OCC(=O)Nc1cc(Cl)ccc1Cl)c1ccccc1 (centres undefined)
  A: 0; B: 10; C: -1; D: 5; E: 9[fluorescence artefact?]; F: -1; G: 0; H: -3; I: 7
> CCNC(=O)Cn1cc(C(F)(F)F)cc(Cl)c1=O
  A: -1; B: -2; C: 1; D: 5; E: 4; F: -5; G: -2; H: -2; I: 10
> CCOC(=O)C1CCN(C(=O)CN(c2ccc(OC)c(OC)c2)S(=O)(=O)c2ccccc2)CC1
  A: 0; B: 4; C: -3; D: 6; E: -4; F: -8; G: -10; H: 1; I: 19
> O=C(CSc1nnnn1-c1ccccc1Cl)Nc1ccc2c(c1)OCCO2
  A: 0; B: 0; C: -3; D: 4; E: 5; F: 11; G: 20; H: 0; I: 11
> CC(C)CNC(=S)NC1CC2CCCC(C1)N2Cc1ccco1 (centres undefined)
  A: x; B: -4; C: 0; D: 2; E: -3; F: -3; G: -1; H: 0; I: 1
> O=C(COc1ccc(S(=O)(=O)NC2CCCCC2)cc1)N1CCN(c2cccc(Cl)c2)CC1
  A: 0; B: 0; C: 1; D: 5; E: 3; F: 5; G: 5; H: -4; I: 14
> Cc1cccc(N=C2Sc3nc4c(C)c(C)ccc4cc3CN2CCN2CCOCC2)c1
  A: -4; B: -3; C: 0; D: -3; E: -13; F: -3; G: 0; H: -1; I: 3
> Cc1ccccc1/C=N/N=C1/NC(=O)CCS1
  A: -1; B: -1; C: -3; D: 3; E: 1; F: 0; G: 9; H: -3; I: 11
> CCOC(=O)C1CCN(C(=O)C(C)Sc2ccc(Cl)cc2)CC1 (centres undefined)
  A: -3; B: -2; C: -2; D: 0; E: -1[fluorescence artefact?]; F: -9; G: 10; H: 5; I: 9
> O=C1C(C=NCc2cccnc2)=C(O)c2ccccc21
  A: -2; B: 6; C: -1; D: -7; E: -2[fluorescence artefact?]; F: -3; G: -2; H: -4; I: 18
> COCCNC(=O)Nc1ccc2c(c1)N(C)C(=O)c1ccccc1S2
  A: 1; B: -3; C: 2; D: -1; E: -11; F: 2; G: 26; H: 0; I: 9
> O=S1(=O)CCN2N=C(C3CC3)SC2=N1
  A: 1; B: 0; C: 0; D: -4; E: -3; F: -1; G: 17; H: 1; I: 5
> Cc1nc(-c2ccc(NC(=O)C3CCCCC3)cc2)cs1
  A: 2; B: 3; C: 8; D: 1; E: -3; F: -12; G: 4; H: 1; I: 13
> CCC(C(=O)O)N1C(=O)c2ccccc2C1=O (centres undefined)
  A: 0; B: -4; C: 3; D: 2; E: 3; F: -14; G: 1; H: 5; I: 9
> O=C(c1cccs1)N1CCN(S(=O)(=O)c2ccc(F)cc2)CC1
  A: 4; B: x; C: -1; D: 4; E: -1; F: 4; G: 15; H: 5; I: 11
> CCOc1ccc(C(c2c(O)nc(SC)n(C)c2=O)c2c(O)nc(SC)n(C)c2=O)cc1
  A: 1; B: 4; C: -1; D: 2; E: 17; F: 21; G: -1; H: -3; I: 23

Three entries from above in another layout.
Each structure is followed by: Runt-CBFb FRET	Thrombin inh	Wee1 stabilizer	FXIa inh	14-3-3 Bad inh	hK5 inh	Hck-Nef inh	Runt-SMMHC FRET	FXIIa inh
> CCNC(=O)Cn1cc(C(F)(F)F)cc(Cl)c1=O
    -1	-2	1	5	4	-5	-2	-2	10
> CCOC(=O)C1CCN(C(=O)CN(c2ccc(OC)c(OC)c2)S(=O)(=O)c2ccccc2)CC1
    0	4	-3	6	-4	-8	-10	1	19
> O=C(CSc1nnnn1-c1ccccc1Cl)Nc1ccc2c(c1)OCCO2
    0	0	-3	4	5	11	20	0	11

Continuation:
Abbreviations: A = Runt-CBFb FRET; B = Thrombin inh; C = Wee1 stabilizer; D = FXIa inh; E = 14-3-3 Bad inh; F = hK5 inh; G = Hck-Nef inh; H = Runt-SMMHC FRET; I = FXIIa inh
> CCC(C)C(NC(=O)c1ccccc1NC(=O)c1ccco1)C(=O)NNC(=O)c1ccncc1 (centres undefined)
  A: 1; B: -4; C: 1; D: -3; E: -1; F: 1; G: 21; H: 2; I: 3
> COc1ccc(CNC(=O)CCCn2nc(C)c([N+](=O)[O-])c2C)cc1
  A: 1; B: 2; C: -1; D: 4; E: 0; F: -13; G: 2; H: -5; I: 13
> Cc1ccc(C(C(=O)Nc2ccc3c(c2)OCO3)N(C)C(=O)Cc2c[nH]c3ccccc23)cc1 (centres undefined)
  A: 1; B: -4; C: 2; D: 7; E: 14[fluorescence artefact?]; F: -5; G: 0; H: 1; I: 23
> CCCc1cc(=O)[nH]c(SCc2nc3ccc([N+](=O)[O-])cc3[nH]2)n1
  A: -1; B: -11; C: 0; D: -2; E: -12; F: -21; G: 2; H: 1; I: 2
> CCOC(=O)c1cnc(COc2ccc(OC)cc2)[nH]c1=O
  A: 2; B: -2; C: 4; D: 4; E: -12; F: 0; G: 15; H: -2; I: 15
> CCN=C1SC(CC(=O)Nc2sc(C)c(C)c2C(=O)OC)C(=O)N1CC (centres undefined)
  A: -6; B: -7; C: 2; D: -8; E: -8; F: -2; G: 3; H: -2; I: -4
> O=C(COC(=O)C1CCCCC1)Nc1ccccc1OC(F)F
  A: -3; B: -10; C: -2; D: -4; E: -7; F: -5; G: 14; H: -4; I: 5
> CCCCCC(=O)Nc1nc(C)c(-c2csc(Nc3cc(Cl)ccc3OC)n2)s1
  A: 7; B: 2; C: 0; D: 3; E: -4; F: -6; G: -1; H: 3; I: 1
> O=C(CNC(=S)N(Cc1ccccc1F)C1CCCCC1)NCC1CCCO1 (centres undefined)
  A: 1; B: x; C: -3; D: -1; E: -11; F: -4; G: 18; H: -2; I: 2
> Cc1ccc(-n2c(-c3ccccc3)cc(/C=N/NC(=O)CC#N)c2-c2ccccc2)cc1
  A: -2; B: -6; C: -3; D: -1; E: -18; F: -8; G: 27; H: -11; I: 3
> O=C(NC1CCCCCCC1)c1cc(COc2ccc3ncccc3c2)on1
  A: -12; B: -4; C: -1; D: -3; E: -3; F: 0; G: 1; H: -14; I: 7
> COc1ccc(CCNc2oc(COc3ccccc3F)nc2C#N)cc1OC
  A: -2; B: 3; C: 4; D: 6; E: 3[fluorescence artefact?]; F: -23; G: 2; H: 12; I: 17
> CC(C)c1ccc(C(=O)NCCCN(C)C)cc1
  A: 0; B: -7; C: 2; D: -5; E: 3; F: -11; G: -2; H: 4; I: 3
> O=C(NNS(=O)(=O)c1ccccc1)C1CC(c2cccnc2)=NO1 (centres undefined)
  A: -2; B: 0; C: 1; D: 4; E: 0; F: 5; G: 15; H: -1; I: 15
> Cc1ccc2nsnc2c1S(=O)(=O)NCc1cccnc1
  A: 4; B: 7; C: -1; D: -2; E: 3; F: -3; G: 0; H: -2; I: 14
> O=C(Nc1cc(SCCO)cc([N+](=O)[O-])c1)c1ccco1
  A: 1; B: -11; C: 3; D: 1; E: -12[fluorescence artefact?]; F: -17; G: 1; H: -2; I: 8
> CC(=O)C1=C(O)C(=O)N(c2ccc(S(=O)(=O)Nc3nccs3)cc2)C1c1ccc([N+](=O)[O-])cc1 (centres undefined)
  A: -1; B: -3; C: 2; D: -2; E: -5; F: 0; G: 8; H: -3; I: 6
> COc1ccc(C2C(C(=O)NCCN(C)C)c3ccccc3C(=O)N2C)cc1OC (centres undefined)
  A: -1; B: -4; C: 0; D: 0; E: 11; F: -1; G: -1; H: -4; I: 15
> Cc1ccc(C=C2C(Cl)=C(Cl)C(Cl)=C2Cl)cc1
  A: 8; B: -2; C: 1; D: 4; E: -5; F: 2; G: -10; H: -3; I: 10
> CCOc1ccc(N=C/C=C/c2ccccc2)c(O)c1
  A: -5; B: -5; C: 3; D: 0; E: -5; F: 1; G: -11; H: -24; I: 1
